Screening results (PubChem)
LGR2 inh = Drosophila LGR2 receptor signaling inhibition. 380,000 compounds, 0.35% hits. inhibition, % at 9.99 µM. HEK293 LGR2, CRE-luciferase, bursicon-stimulated, 4 h. AID 720647;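 active = drop in luminescence signal, shown as inhibition above about 50% in the replicate tests, limit read from the data, passing the limit was not always enough; inconclusive = probably only some replicates passing the limit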;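 note: agonist challenge used bursicon conditioned medium at about half maximal strength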
EWS-Fli inh = EWS/Fli transcriptional activity inhibition; 350,000 compounds, 0.67% hits; inhibition, % at 12.6 µM; A673 NR0B1-luciferase reporter, viability-normalised;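 active = mean inhibition of at least 50% after viability correction, with every replicate also passing that limit; inconclusive = mean reaches 50% but only one of two replicates passes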;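 note: firefly luciferase signal divided by Alamar Blue viability fluorescence both relative to DMSO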
PGC1a acetyl inh = PGC1a acetylation modulation, inhibitor mode | U2OS PGC1a acetylation, AlphaScreen anti-acetyl-lysine; with virally co-expressed GCN5 acetyltransferase | inhibition, % at 15.6 µM | 350,000 compounds, 0.17% hits | AID 651687;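 active = every replicate shows inhibition of at least 40%; inconclusive = mean inhibition at least 40% but some replicate below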;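 note: 0% = neutral control wells and 100% = positive control wells; some results beyond the cut were filed as inactive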
PglD inh = PglD (C. jejuni) enzyme inhibition. inhibition, % at 12.5 µM. purified PglD enzyme, DTNB colorimetric CoA detection. 360,000 compounds, 0.098% hits; in the data active = inhibition above about 16%, passing the limit was not always enough; inconclusive = no clear call, values can overlap the other calls; note: strong numbers were not always called active
PAX8 inh HTS = lowers PAX8-driven luciferase in RMG-I cells. RMG-I TPO-luciferase reporter, SteadyGlo, 24 h. inhibition, % at 12.6 µM. 360,000 compounds, 1.2% hits. AID 652154;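 active = mean replicate inhibition at least 60% with every replicate also reaching 60%; inconclusive = only one of the two criteria is met; inactive = mean below 60% and not all replicates reaching 60%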;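 note: luciferase light reporting Pax8 driven TPO promoter activity; plate controls were median of neutral control wells for no effect and mitoxantrone controls for full effect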
ERAP1 HTS inh = blocks human ERAP1 aminopeptidase activity | 340,000 compounds, 0.15% hits | inhibition, % at 10.7 µM | recombinant ERAP1, Leu-AMC fluorescence, 60 min | AID 652197 | Q9NZ08;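 active = mean replicate inhibition of at least 30%, or all replicates individually reaching that 30% level; inactive = mean below 30% and not every replicate reaching it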;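 note: 0% = neutral control wells and 100% = L-leucinethiol positive control wells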
Target sequence (Q9NZ08 whole entry, looked up): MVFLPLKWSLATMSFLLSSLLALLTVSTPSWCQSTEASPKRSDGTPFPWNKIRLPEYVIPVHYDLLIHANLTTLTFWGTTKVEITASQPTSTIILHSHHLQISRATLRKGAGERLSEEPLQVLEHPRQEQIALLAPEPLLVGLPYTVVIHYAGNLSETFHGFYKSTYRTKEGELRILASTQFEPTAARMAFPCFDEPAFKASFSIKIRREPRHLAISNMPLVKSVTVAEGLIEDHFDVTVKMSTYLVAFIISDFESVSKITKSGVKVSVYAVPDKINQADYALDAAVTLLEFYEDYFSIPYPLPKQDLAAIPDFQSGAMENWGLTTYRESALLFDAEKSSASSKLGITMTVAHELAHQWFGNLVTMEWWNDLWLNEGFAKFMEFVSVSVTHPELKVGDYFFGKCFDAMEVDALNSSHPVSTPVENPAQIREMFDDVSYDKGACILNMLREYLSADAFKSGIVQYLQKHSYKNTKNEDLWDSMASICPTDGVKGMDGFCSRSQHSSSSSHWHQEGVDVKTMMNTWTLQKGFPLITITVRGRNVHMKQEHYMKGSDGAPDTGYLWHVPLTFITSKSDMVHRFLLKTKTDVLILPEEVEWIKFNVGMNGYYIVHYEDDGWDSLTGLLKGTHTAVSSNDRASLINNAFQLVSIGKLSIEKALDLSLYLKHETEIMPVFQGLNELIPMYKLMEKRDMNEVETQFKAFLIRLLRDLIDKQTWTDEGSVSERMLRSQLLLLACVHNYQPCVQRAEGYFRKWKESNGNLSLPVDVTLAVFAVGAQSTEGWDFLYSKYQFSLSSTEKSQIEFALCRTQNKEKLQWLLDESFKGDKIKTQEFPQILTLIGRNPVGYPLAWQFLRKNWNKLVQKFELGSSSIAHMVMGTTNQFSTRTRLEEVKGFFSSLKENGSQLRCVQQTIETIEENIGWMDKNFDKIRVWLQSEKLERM
FN deposit inh = fibronectin deposition inhibition; inhibition, % at 12.6 µM; 350,000 compounds, 0.086% hits; AH1F fibroblasts, Alexa488-fibronectin deposition fluorescence, overnight;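 active = mean inhibition across replicates of 30% or more, regardless of how many single replicates reach that level; inconclusive = mean under 30% yet at least half of replicates reach 30%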;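 note: positive control wells lacked labelled fibronectin entirely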
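Material: AH1F fibroblast monolayer depositing Alexa488-labelled fibronectin into matrix / Amount: 10000 AH1F cells per well / Signal: fluorescence 485/525 nm / Medium: DMEM, 2% serum / Compound: single dose, pinned / Incubation: 1 h cell adhesion before compound, then overnight fibronectin incubation / Reagent: Alexa488-FN, 24 nM final / Read-out: inhibition of fibronectin deposition signal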
S100A4 MyoIIA = blocks human S100A4 binding to myosin IIA peptide. P26447. S100A4/TAMRA-MyoIIA peptide fluorescence polarization. inhibition, % at 10.7 µM. 360,000 compounds, 0.14% hits;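 active = mean inhibition of at least 70% across replicates, with every replicate also reaching that level; inconclusive = mean inhibition reaches 70% but some replicates fall short; inactive = mean inhibition below 70%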
Target sequence (P26447 whole entry, looked up): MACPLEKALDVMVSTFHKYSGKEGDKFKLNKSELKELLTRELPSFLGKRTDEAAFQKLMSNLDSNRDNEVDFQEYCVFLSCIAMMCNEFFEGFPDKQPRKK
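Material: S100A4 monomer (human). Medium: Calcium-containing HEPES buffer, pH 7.2. Probe or stimulus: labelled myosin peptide probe, 5 nM. Compound dosing: one concentration per compound. Timing: polarization read 5 min after assay mix addition, stable 5–60 min. Benchmarks: DMSO as neutral control, TFP as positive control.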
Starred values were filed as active, the others as inactive; ? = inconclusive; . = not tested or not shown.

SMILES	LGR2 inh	EWS-Fli inh	PGC1a acetyl inh	PglD inh	PAX8 inh HTS	ERAP1 HTS inh	FN deposit inh	S100A4 MyoIIA
Cc1c(C(=O)NCCNc2ncc(C(F)(F)F)cc2Cl)cccc1[N+](=O)[O-]	-2	-1	.	2	14	3	5	11
CN1C(=O)/C(=C/c2ccc(OCc3ccc(F)cc3)cc2)N(C)C1=S	1	4	-2	-5	21	-4	2	-4
CC(=O)Nc1ccc2c(c1)C(=O)N(C)[C@@H]1CC[C@@H](CC(=O)NCC3CCCCC3)O[C@H]1CO2	10	-2	10	-3	-6	.	-10	.
COc1cccc(NC(=O)N(C)C[C@@H]2OCc3ccccc3-c3c(n(C)c4ccccc34)C(=O)N([C@@H](C)CO)C[C@@H]2C)c1	-20	15	3	0	3	-2	2	97*
O=C1CSC(c2ccccc2)N1c1cccc(Cl)c1 (stereo not given)	.	-5	0	0	-5	0	.	8
O=S(=O)(c1ccc(F)cc1)N1CCN(CC(O)COCC2CCCO2)CC1 (stereo not given)	-2	-5	.	-4	-8	-3	.	-2
CCCC#Cc1ccc2c(c1)[C@@H]1[C@@H](CCN1S(=O)(=O)c1ccccc1C)[C@@H](CO)N2	14	.	.	.	.	-1	-13	-6
COc1ccc(S(=O)(=O)N(C)C[C@H]2Oc3c(NC(=O)Nc4ccc5c(c4)OCO5)cccc3C(=O)N([C@H](C)CO)C[C@H]2C)cc1	5	-2	3	-1	.	0	.	-70
NC1=NC(=O)/C(=C/c2ccc(Cl)cc2Cl)S1	3	-23	1	-2	12	-2	0	-4
CC1CCCN(S(=O)(=O)CCNC(=O)c2ccccc2)C1 (stereo not given)	-1	1	-5	-4	-2	-5	1	-5
CC1CCCCC12NC(=O)N(CC(=O)NCCc1c[nH]c3ccccc13)C2=O (stereo not given)	-9	8	-14	-2	14	7	-3	-5
C[C@@H]1CCCCO[C@@H](CN(C)CC2CCCCC2)[C@@H](C)CN([C@@H](C)CO)C(=O)c2cc(NC(=O)Cc3ccccc3)ccc2O1	-18	-2	-16	0	-11	-1	.	10
O=c1[nH]n(-c2ccc(Cl)cc2)c2ncccc12	.	.	-7	-1	-1	.	2	.
CCCCN1CC(N2CCN(C3CCN(C)CC3)CC2)CS1(=O)=O (stereo not given)	21	2	-3	2	-9	.	.	-8
COCCN(CC(=O)NC1CCCCC1)C(=O)/C=C/C(=O)c1ccc(OC)cc1O	?	39	.	.	91*	-3	12	-2
CC(C)(C)NC(=O)C(CCc1ccccc1)n1c(=O)c(-c2cc3ccccc3[nH]2)nc2ccccc21 (stereo not given)	9	7	.	.	21	.	-4	-12
Cc1cc(C)c(C(=O)N2CCC(N3CCC(C(=O)NC(C)C)CC3)CC2)o1	-10	2	1	-6	5	-2	5	-3
O=C(NCc1cccc(F)c1)C1CCN(C(=O)c2sccc2-n2cccc2)CC1	-8	1	0	7	3	-6	-4	-8
C[C@H](CO)N1C[C@H](C)[C@H](CN(C)C)OCCCC[C@H](C)Oc2ccc(NC(=O)Nc3ccc(F)cc3)cc2C1=O	-13	0	7	.	-17	.	.	.
Cc1noc(C)c1S(=O)(=O)N1CCN(Cc2ccc3c(c2)OCO3)CC1	2	0	.	-1	-8	1	-14	-9
Cc1cccc(N=C2NC(=O)/C(=C/C=C/c3ccco3)S2)c1	.	8	.	.	-30	1	-4	-3
COC(=O)c1ccc2nc(-c3ccc(C)cc3)c(Cc3ccc(C)cc3)n2c1	-20	-4	.	.	-18	0	0	-2
CC1=C(C(=O)N2CCCCCC2)CC(CC(=O)NCCN2CCOCC2)C(=O)N1CCC1=CCCCC1 (stereo not given)	-1	3	.	.	-5	-5	-1	4
C=C(C)COc1ccc(-c2n[nH]c(C)c2-c2ccc(OC)cc2)c(O)c1	.	.	-8	2	.	.	-8	-4
Cc1ccccc1NC(=O)Cn1nnc2ccccc21	-35	-15	-4	.	-30	-2	-1	-3

The last 5 compounds of the part above come first, to join the parts.
SMILES	LGR2 inh	EWS-Fli inh	PGC1a acetyl inh	PglD inh	PAX8 inh HTS	ERAP1 HTS inh	FN deposit inh	S100A4 MyoIIA
Cc1cccc(N=C2NC(=O)/C(=C/C=C/c3ccco3)S2)c1	.	8	.	.	-30	1	-4	-3
COC(=O)c1ccc2nc(-c3ccc(C)cc3)c(Cc3ccc(C)cc3)n2c1	-20	-4	.	.	-18	0	0	-2
CC1=C(C(=O)N2CCCCCC2)CC(CC(=O)NCCN2CCOCC2)C(=O)N1CCC1=CCCCC1 (stereo not given)	-1	3	.	.	-5	-5	-1	4
C=C(C)COc1ccc(-c2n[nH]c(C)c2-c2ccc(OC)cc2)c(O)c1	.	.	-8	2	.	.	-8	-4
Cc1ccccc1NC(=O)Cn1nnc2ccccc21	-35	-15	-4	.	-30	-2	-1	-3
COc1ccc(N2CCN(S(=O)(=O)CCNC(=O)C3CC(=O)N(c4ccccc4)C3)CC2)cc1 (stereo not given)	4	.	-5	-1	0	-2	6	-1
COc1ccc(S(=O)(=O)Nc2ccc3c(c2)n(C)c(=O)n3C)cc1	28	11	6	.	13	7	0	13
O=C(c1cccc(S(=O)(=O)N2CCCC2)c1)N1CCN(c2ncccn2)CC1	5	7	.	0	10	2	-3	0
CCN1CCN(C(=O)C(C)Nc2cc(Cl)c(OC)cc2OC)CC1 (stereo not given)	-2	-19	-2	.	-10	4	3	3
COc1ccc(S(=O)(=O)N(C)C[C@H]2Oc3c(NC(=O)c4ccc(-c5nccs5)cc4)cccc3C(=O)N([C@@H](C)CO)C[C@H]2C)cc1	7	-7	-4	0	.	-1	6	-48
CO[C@H]1CN(C)C(=O)c2ccc(NC(=O)C3CC3)cc2OC[C@H](C)N(C(=O)c2ccccc2)C[C@@H]1C	2	11	10	0	4	-2	10	6
CCOC(=O)C1CCN(C(=O)CSc2ccccc2Cl)CC1	.	5	-11	5	3	4	12	2
COCCCNC(=O)C[C@@H]1C[C@@]2(C(=O)OC)CCCCC=C2N(CCC2=CCCCC2)C1=O	0	-11	.	.	-7	-2	-15	-4
COc1ccc(CN(C)C[C@@H]2OCCCC[C@H](C)Oc3ccc(NC(=O)Nc4c(C)noc4C)cc3C(=O)N([C@@H](C)CO)C[C@@H]2C)cc1	8	0	-1	3	2	0	.	1
O=C(NC1CCCC1)C(=O)N(Cc1cccnc1)C(C(=O)NCC1CCCO1)c1ccco1 (stereo not given)	-10	10	-3	.	-1	1	-15	2
C/C=C/c1ccc2c(c1)O[C@H](CN(C)C(=O)C1CC1)[C@H](C)CN([C@@H](C)CO)S2(=O)=O	4	7	?	.	.	.	-16	.
CCCCOC(=O)Nc1ccc(S(=O)(=O)Nc2cc(C)nc(C)n2)cc1	-1	4	5	1	4	0	-5	13
Cc1nn(Cc2ccc(F)cc2)c(C)c1NC(=O)c1cnn2c1NC(c1ccccc1)CC2C(F)(F)F (stereo not given)	1	5	-9	5	.	1	.	10
Cc1ccc(C(=O)O)cc1-n1c(=O)n(Cc2ccccc2)c(=O)c2[nH]cnc21	-2	-1	-2	2	11	-1	-2	-2
C[C@@H]1CN([C@H](C)CO)C(=O)c2cc(C#CC3CCCCC3)cnc2O[C@@H]1CN(C)Cc1ccncc1	10	-30	4	-3	.	-1	.	2
O=C(CSc1nccc(-c2cccs2)n1)Nc1ccccc1	2	7	-3	.	5	7	2	0
CCCNC(=O)Nc1ccc2c(c1)OC[C@@H](C)N(C)C[C@H](C)[C@H](OC)CN(C)C2=O	-6	0	.	-1	3	0	8	9
CCN(CC)c1ncnc2c1ncn2[C@H]1CN(Cc2ccncc2)C[C@@H](CO)O1	-8	-2	-8	-10	-5	8	-2	0
COc1cc(Br)cc(C2C3=C(CCCC3=O)N(c3ccc(F)cc3)C3=C2C(=O)CCC3)c1O	11	13	11	.	21	4	-3	-10
NC(=O)c1ccsc1NC(=O)c1ccco1	5	-17	5	2	-16	.	-20	1
C[C@@H]1CCCCO[C@H](CN(C)C)[C@@H](C)CN([C@H](C)CO)C(=O)c2cc(NC(=O)Nc3ccc(F)cc3)ccc2O1	13	-1	5	-2	-1	0	.	-9
C[C@@H]1CN([C@@H](C)CO)S(=O)(=O)c2ccc(-c3ccccc3)cc2O[C@@H]1CN(C)CC1CC1	-5	-1	-4	-2	.	2	-16	-19
O=C(C[C@@H]1CC[C@H](NC(=O)C2CCC2)[C@H](CO)O1)NCC1CC1	-3	1	3	0	14	-1	-9	-21
CCN(C[C@H]1N[C@@H](CO)[C@@H]1c1ccc(-c2cccc(F)c2)cc1)C(=O)COC	-23	10	8	-1	0	1	-4	-9
O=C(CN1C2=NCCN2c2ccccc21)c1ccco1	.	.	-20	-3	10	.	5	.

Ordered by value in LGR2 inh (low to high): 3 of the compounds above.
compound	LGR2 inh
CCN1CCN(C(=O)C(C)Nc2cc(Cl)c(OC)cc2OC)CC1 (stereo not given)	-2
C[C@@H]1CN([C@H](C)CO)C(=O)c2cc(C#CC3CCCCC3)cnc2O[C@@H]1CN(C)Cc1ccncc1	10
C[C@@H]1CCCCO[C@H](CN(C)C)[C@@H](C)CN([C@H](C)CO)C(=O)c2cc(NC(=O)Nc3ccc(F)cc3)ccc2O1	13

Next structures:
SMILES	LGR2 inh	EWS-Fli inh	PGC1a acetyl inh	PglD inh	PAX8 inh HTS	ERAP1 HTS inh	FN deposit inh	S100A4 MyoIIA
COCCCNC(=O)c1ccc(S(=O)(=O)c2ccc(C)cc2)c(NC(C)=O)c1	1	6	.	5	11	1	2	-1
CN(CC(=O)Nc1ccc(Cl)c(C(F)(F)F)c1)C(=O)C1CCN(C(=O)c2ccc(Cl)cc2)CC1	-12	7	13	1	15	-5	-4	-12
O=C(Nc1cc(Cl)ccc1N1CCOCC1)c1ccc(N2CCCCC2)c([N+](=O)[O-])c1	-5	8	0	-2	-23	-3	-8	7
CO[C@@H]1CN(C)C(=O)c2cc(NS(=O)(=O)CC(F)(F)F)ccc2OC[C@H](C)N(CC2CCCCC2)C[C@@H]1C	-6	-5	4	-1	-8	.	2	4
Oc1ccc(/C=N/Nc2nn3cnnc3c3ccccc23)cc1	-2	13	-2	.	-10	.	6	1
N/C(=N\OC(=O)COc1ccc(Cl)cc1Br)c1cccnc1	-77	-124	10	.	-241	0	-6	6
O=C(CCS(=O)(=O)c1ccccc1)Nc1ccc(-c2nc3ccccc3s2)cc1	-78	30	-18	.	-57	-1	-12	-1
COc1ccc2c3c(n(C)c2c1)[C@@H](CO)N(S(C)(=O)=O)CC31CCN(Cc2nccs2)CC1	-8	3	-7	.	.	3	1	0

Record cards, as listed above. Order of values: LGR2 inh	EWS-Fli inh	PGC1a acetyl inh	PglD inh	PAX8 inh HTS	ERAP1 HTS inh	FN deposit inh	S100A4 MyoIIA
O=C(CN1C2=NCCN2c2ccccc21)c1ccco1 as listed: .	.	-20	-3	10	.	5	.
O=C(NC1CCCC1)C(=O)N(Cc1cccnc1)C(C(=O)NCC1CCCO1)c1ccco1 (stereo not given) as listed: -10	10	-3	.	-1	1	-15	2
